TRPC6 activator: activators of mouse TRPC6 channel. Q61143. B-score at 10 µM. 310,000 tested, 0.13% active. HEK293-TRPC6 membrane potential dye fluorescence; stronger effect = higher value. AID 2550;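 active means B-score of the integrated fluorescence ratio above library mean plus 3 SD, and starting fluorescence ratio within library mean plus 5 SD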;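 further: higher score means more depolarization so channel activation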
aSyn 5UTR inh: MLPCN primary screen, SNCA 5' untranslated region. alpha-synuclein 5'UTR reporter, inhibitor activity. inhibition, % (tested at 7.5 µM). 300,000 tested, 0.82% active; in the data active means inhibition above about 60%;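 further: H4 neuroglioblastoma cells stably carrying SNCA 5'UTR luciferase fusion; 0% = DMSO wells and 100% = positive control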
HIF activator: HIF pathway transcriptional activation | U2OS HRE-luciferase reporter, luminescence; normalized: DMSO 0%, desferrioxamine 100% | activation, % at 7.5 µM (by protocol) | 300,000 tested, 0.32% active;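 active means mean activation of at least 10% of the iron chelator positive control signal, with at least half of replicates also reaching 10%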
KLF5 inhibitor: kruppel-like factor 5 inhibition; DLD-1 KLF5 promoter-luciferase reporter, luminescence; inhibition, % at 5 µM; 290,000 tested, 0.23% active;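 active means inhibition above a per-plate limit of that plate's mean compound inhibition plus 3 SD, cut at about 60% in these data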;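 further: 0% = DMSO wells and 100% = LY294002 at 200 µM; higher means less KLF5 promoter-driven luciferase light; inactives centre near -14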
MrgX1 antagonist: antagonists of human MrgX1 receptor; Q96LB2; MRGX1-HEK293 calcium flux, Fluo-4, BAM8-22 antagonism; stronger effect = lower value; B-score at 10 µM; 310,000 tested, 1.3% active; AID 588676;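 active means calcium-response B-score plate-corrected more than 3 library SD below zero, starting fluorescence within 5 deviations, no agonist response on first addition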;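 further: peak minus trough fluorescence over baseline after final BAM8-22 challenge near maximal dose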
Target sequence (Q96LB2 whole entry, looked up): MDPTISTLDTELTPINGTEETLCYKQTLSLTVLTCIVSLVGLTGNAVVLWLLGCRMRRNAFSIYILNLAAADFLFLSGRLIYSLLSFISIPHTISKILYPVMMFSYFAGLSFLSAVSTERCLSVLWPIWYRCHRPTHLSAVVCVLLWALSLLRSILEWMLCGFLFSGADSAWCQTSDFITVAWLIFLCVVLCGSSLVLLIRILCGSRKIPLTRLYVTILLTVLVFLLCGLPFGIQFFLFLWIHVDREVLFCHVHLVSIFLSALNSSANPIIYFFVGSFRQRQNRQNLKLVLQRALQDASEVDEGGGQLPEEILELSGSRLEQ
TRPC4 agonist: TRPC4 (mouse) channel activation | 310,000 tested, 0.49% active | B-score at 10 µM | Q9QUQ5 | HEK293 TRPC4beta/mu-opioid, Fluo4 calcium fluorescence; stronger effect = higher value;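 active means B-score above 5 SD of library B-scores, and initial fluorescence ratio not above library mean plus 5 SD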;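 further: positive B-score marks a calcium rise read as TRPC4 activation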
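Assay system – TRPC4beta and mu-opioid receptor HEK293 stable cells · Measured by – Fluo4 fluorescence, kinetic · Schedule – dye loading 45 min room temperature, 110 s kinetic read · Read-out – B-scored integrated calcium fluorescence ratio · Controls – buffer and maximal DAMGO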
TRPC6 inhibitor: mouse TRPC6 channel inhibition. B-score at 10 µM. 310,000 tested, 1.1% active. AID 2553. HEK293-TRPC6, membrane potential dye, ACh-evoked depolarization; stronger effect = lower value. Q61143;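 active means B-score under library mean minus 3 SD, initial fluorescence not abnormally high, positive integrated signal ratio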;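 further: B-score derived from integrated fluorescence ratio over the kinetic read; more negative B-score means stronger inhibition of depolarization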
SKKanGAS inh: blocks kanamycin growth of S. pyogenes SKKanGAS strain; 300,000 tested, 1.3% active; AID 1662; inhibition, % at 7.5 µM; BacTiter-Glo, 6 h;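 active means mean replicate score, as percent of positive control median, at least 50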;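 further: strain carries kanamycin resistance gene driven by streptokinase promoter and grows in 40 µg/ml kanamycin; loss of luminescence reflects streptokinase promoter inhibition or plain growth inhibition; 0% = median of DMSO wells and 100% = positive control at its reference dose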
IEC-6 tox: counter-screen for KLF5 inhibitors: cytotoxicity in IEC-6 cells. 290,000 tested, 0.78% active. IEC-6 cytotoxicity, luminescence viability. inhibition, % at 5 µM; in the data active means inhibition above about 22%;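 further: 0% = plate median of test compound wells and 100% = cytotoxic reference compound wells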
TRPC4 potent: TRPC4 (mouse) allosteric potentiation; Q9QUQ5; HEK293 TRPC4beta/mu-opioid, DAMGO EC20, Fluo-4 Ca2+ flux; stronger effect = higher value; B-score at 10 µM; 310,000 tested, 0.42% active;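 active means B-score of calcium response area above 5 SD of library B-scores, with initial fluorescence ratio within 5 SD of library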;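 further: B-score of integrated fluorescence ratio over time as area under calcium response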
TRPC4 block: TRPC4 (mouse) channel inhibition. Q9QUQ5. HEK293 TRPC4beta/mu-opioid, DAMGO-evoked Fluo4 calcium flux; stronger effect = lower value. B-score at 10 µM. 300,000 tested, 0.39% active;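 active means B-score over 3 SD under the library average, no early fluorescence shift, positive overall ratio signal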
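System: stable TRPC4beta/mu-opioid receptor HEK293 cells; Dosing: single-point compound dosing; Measured by: Fluo4 Ca2+ flux fluorescence; Read-out basis: per-well B score of integrated baseline-normalized Fluo4 ratio.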
Active calls of the source: *; i = inactive; x = not tested or not shown.

SMILES	TRPC6 activator	aSyn 5UTR inh	HIF activator	KLF5 inhibitor	MrgX1 antagonist	TRPC4 agonist	TRPC6 inhibitor	SKKanGAS inh	IEC-6 tox	TRPC4 potent	TRPC4 block
Cc1[nH]c(=O)[nH]c(=O)c1S(=O)(=O)N1c2ccc(F)cc2CCC1C (stereo unspecified)	i	-9	-0.7	-35	i	i	i	0	1	i	i
CNC(=O)C(=O)Nc1ccc(C)cc1C	i	-4	0.0	-33	i	i	i	-4	2	i	i
NC(=O)Cn1cc(C(=O)c2cccs2)c2ccccc21	i	2	0.7	-21	i	i	i	-11	3	i	i
CC(NC(=O)c1cccc(S(=O)(=O)N2CCN(Cc3ccccc3)CC2)c1)c1ccc(Br)cc1 (stereo unspecified)	i	12	1.3	-6	i	i	i	8	-6	i	i
COc1ccc2c(Cl)c(C(=O)NN3CCN(C)CC3)sc2c1	i	-5	1.0	-19	i	i	i	-2	8	i	i
CCN(CC)CCN1C(=O)c2ccccc2NC1c1ccccc1F (stereo unspecified)	i	13	0.1	-12	i	i	i	-2	-1	i	i
CCN(CC(=O)NC1CCS(=O)(=O)C1)S(=O)(=O)c1c(C)c(C)cc(C)c1C (stereo unspecified)	i	-8	0.2	x	i	i	i	-3	x	i	i
Cc1cc(C)nc(SCc2cc(=O)c(OC(=O)c3cccc([N+](=O)[O-])c3)co2)n1	i	3	x	-7	i	i	i	2	-4	i	i
O=C(Nc1ccccc1)Nc1ccccc1NS(=O)(=O)c1cccs1	i	7	0.0	-2	i	i	i	-4	-3	i	i
Cc1ccc(S(=O)(=O)Nc2nc(C)c(NC(=O)Nc3ccc(Cl)cc3Cl)s2)cc1	i	7	0.2	-2	i	i	i	9	-7	i	i
Cc1cc2c(cc1C)C(c1cc(Br)ccc1F)CC(=O)N2 (stereo unspecified)	i	65*	-2.3	-38	i	i	i	0	13	i	i
CC1=C(C)C(=O)N(CCC(=O)O)C1=O	i	-13	-0.4	-31	i	i	i	-4	-2	i	i
CCN(C(=O)COC(=O)c1cccnc1SC)C1CCS(=O)(=O)C1 (stereo unspecified)	i	-35	0.1	-20	i	i	i	23	2	i	i
CC1(C)Cc2c(C#N)c(SCc3ccccc3)nc(N3CCOCC3)c2CO1	i	35	-0.2	-17	i	i	i	7	3	i	i
CC1C/C(=C/c2cccn2C)C(=O)/C(=C/c2cccn2C)C1 (stereo unspecified)	79*	-7	0.0	1	i	i	i	16	2	i	i
O=C(N[C@H](C(=O)O)c1ccccc1)C1CCC(Cn2nnc3ccccc3c2=O)CC1 (stereo partly specified)	i	10	0.0	-8	i	i	i	0	-1	i	i
Cc1ccc(NC(=O)c2nc(C)n(-c3ccc([N+](=O)[O-])cc3)n2)cc1	i	26	0.4	-22	i	i	i	-2	1	i	i
COc1cccc(N2CC(NC(=O)C(=O)c3c[nH]c4ccccc34)CC2=O)c1 (stereo unspecified)	i	15	-0.5	x	i	i	i	29	x	i	i
COc1ccccc1/C=C/C(=O)NCC(=O)N/N=C/c1cc(Br)ccc1OC	i	17	-0.1	-4	i	i	i	36	3	i	i
COc1cccc(C2c3[nH]c4ccccc4c3C[C@H]3C(=O)N(C)CC(=O)N23)c1 (stereo partly specified)	i	-2	-0.9	-7	i	i	i	7	-9	i	i
CC(C)N1CCC(N2CCN(C/C=C/c3ccccc3)CC2CCO)CC1 (stereo unspecified)	i	12	-0.2	-9	i	i	i	-8	3	i	i
COc1ccc2oc(=Nc3cc(F)ccc3F)c(C(N)=O)cc2c1	i	-176	5.9	10	i	i	i	-4	-2	i	i
CC[C@@H](C)C(NC(=O)OC(C)(C)C)c1cn([C@@H](CCCCNC(=O)OC(C)(C)C)C(=O)N2CCN(C(=O)OC(C)(C)C)CC2)nn1 (stereo partly specified)	i	20	-0.9	-3	i	i	i	6	3	i	i
O=C(COc1ccccc1)NC(=S)Nc1ccc2c(c1)Cc1ccccc1-2	i	-24	-0.3	-22	i	i	i	-2	1	i	i

Entries listed above that bear a hit mark in TRPC6 activator:
compound	TRPC6 activator	aSyn 5UTR inh	KLF5 inhibitor	MrgX1 antagonist	TRPC4 agonist	TRPC4 potent
CC1C/C(=C/c2cccn2C)C(=O)/C(=C/c2cccn2C)C1 (stereo unspecified)	79*	-7	1	i	i	i

Following part
SMILES	TRPC6 activator	aSyn 5UTR inh	HIF activator	KLF5 inhibitor	MrgX1 antagonist	TRPC4 agonist	TRPC6 inhibitor	SKKanGAS inh	IEC-6 tox	TRPC4 potent	TRPC4 block
O=C(Nc1ccc(S(=O)(=O)Nc2ncccn2)cc1)c1nn(Cc2ccccc2)c(=O)c2ccccc12	i	1	-0.3	-5	i	i	i	21	6	i	i
CCC(=O)c1ccc(OCC(O)CN2CCCCC2)cc1 (stereo unspecified)	i	0	-0.2	-28	i	i	i	-1	4	i	i
O=C(NC(=O)c1ccccc1)Nc1ccc(Cl)cn1	i	-53	0.1	-163	i	i	i	6	-2	i	i
NC(=O)[C@H]1CC2(CC(c3cccc(NC(=O)[C@H]4CCC(=O)N4)c3)=NO2)CN1C(=O)c1ccccc1C(=O)c1ccccc1 (stereo partly specified)	i	-16	0.0	x	i	i	i	11	x	i	i
O=C(NCC1CCCO1)C(c1ccc(F)cc1)N(C(=O)Cn1nnc(-c2ccc(F)cc2)n1)c1cccc(O)c1 (stereo unspecified)	i	10	0.1	-22	i	i	i	-1	-1	i	i
CCOc1ccc(N(CC(=O)Nc2ccccc2OCC)S(=O)(=O)c2c(C)noc2C)cc1	i	95*	0.7	75*	i	i	i	3	90*	i	i
COc1ccc(NC(=O)CCNC(=O)C2CCN(S(=O)(=O)c3ccc(F)cc3)CC2)cc1OC	i	-13	0.3	0	i	i	i	-1	4	i	i
Cc1cccc(C(=O)Nc2ccc(Oc3cnccn3)cc2)c1	i	-87	1.7	-89	i	i	i	-5	1	i	i
O=C(CSc1nc2c(c(=O)n1-c1ccc(F)cc1)SCC2)Nc1ccc2c(c1)OCO2	i	24	0.1	-11	i	i	i	2	6	i	i
Cc1ccc(NC(=S)NCc2ccccc2)cc1[N+](=O)[O-]	i	13	0.5	-16	i	i	i	8	-1	i	i
CCOc1cc(CNCCCN2CCOCC2)cc(Br)c1OCC(=O)Nc1cccc(C(F)(F)F)c1	i	-20	-0.1	-19	i	i	i	-14	7	i	-6*
Cc1ccc(S(=O)(=O)N(CC(=O)N2CCOCC2)c2ccc(Br)cc2)cc1	i	-16	-0.4	8	i	i	i	3	2	i	i
Cc1cc(S(=O)(=O)NCc2ccccc2)ccc1OCC(=O)NCc1ccncc1	i	9	-0.3	-32	i	i	i	3	-2	i	i
COc1cccc(N2CCN(c3ccc4nnc(CCC(=O)Nc5ccc(OC)c(OC)c5)n4n3)CC2)c1	i	7	-0.5	-17	i	i	i	-1	-3	i	i
Cc1cc(C(=O)NNC(=O)c2ccc(S(=O)(=O)N(C)C)cc2)c(C)o1	i	18	-0.3	-29	i	i	i	24	-3	i	i
CC(Oc1ccc(Br)cc1)C(=O)NNC(=O)CCN1CCN(c2ccccc2)CC1 (stereo unspecified)	i	36	-0.4	x	i	i	i	-4	x	i	i
COC(=O)c1ccc(C(=O)OC)c(NC(=S)N2CCN(c3ccccc3F)CC2)c1	i	11	0.1	-3	i	i	i	-2	2	i	i
Cc1ccc(-c2cc(N)n3nc(-c4ccc(C)cc4)cc3n2)cc1	i	-43	-0.3	3	i	i	i	12	9	i	i
CCOC(=O)C1(C(=O)OCC)C(c2ccccc2)CC(O)N1C(C)=O (stereo unspecified)	i	0	0.5	-28	x	i	i	-5	-8	i	i
COc1ccc(CCNC(=O)c2cc3c(=O)n4cccc(C)c4nc3n(CC3CCCO3)c2=N)cc1 (stereo unspecified)	i	-4	0.6	-36	i	i	i	-2	7	i	i
CCc1cc2c(=O)n(CC(=O)NCCc3ccc(OC)c(OC)c3)cnc2s1	i	3	0.1	5	i	i	i	-1	3	i	i
Cc1cccc(NC(=O)NC(=S)NC(=O)c2ccccc2)c1	i	-63	2.1	-64	i	i	i	5	4	i	i
O=C(NCCCn1ncc2ccccc21)c1cc(COc2c(F)cccc2F)on1	i	24	-0.4	-19	i	i	i	-30	-3	i	i
O=C(COc1ccc2c(c1)OCO2)Nc1ccc2c(c1)oc1ccccc12	i	-13	-0.1	-8	i	i	i	1	2	i	i
COc1ccccc1NC(=O)CN1C(=O)C(C)Oc2ccccc21 (stereo unspecified)	i	-20	-0.3	-17	i	i	i	-2	8	i	i
Cc1nc2sc(C(c3ccc(F)cc3)N3CCN(C(=O)c4ccco4)CC3)c(O)n2n1 (stereo unspecified)	i	26	0.1	-8	i	i	i	2	-5	i	i
COC(=O)c1ccc(NC(=O)C2CCN(C(=O)c3cc(OC)c(OC)c(OC)c3)CC2)cc1	i	5	0.3	-37	i	i	i	-1	-10	i	i
COc1ccc(C(=O)Nc2cc(Cl)ccc2C(=O)O)cc1	i	-18	0.0	-13	i	i	i	19	6	i	i
Cc1occc1C(=O)NNC(=O)Nc1ccc(F)cc1F	i	-16	-0.4	-16	i	i	i	-12	-5	i	i
CCCCC(=O)Nc1ccc(C(=O)Nc2cccnc2)cc1	i	-12	0.8	-26	i	i	i	3	1	i	i
CCOC(=O)c1nnc2cc(-c3ccc(Br)cc3)nn2c1C	i	-114	1.0	7	i	i	i	8	-1	i	i
CC(C)C(=O)Nc1ccc(C(=O)NNC(=O)CCCOc2ccc(Cl)cc2Cl)cc1	i	14	-0.8	-1	i	i	i	2	7	i	i
CCOc1cccc(C(=O)NC(=S)NCc2cccnc2)c1	i	-1	-0.1	-2	i	i	i	20	6	i	i
CC1C(=O)N2CCCc3cc(S(=O)(=O)N(C)Cc4ccccc4)cc1c32 (stereo unspecified)	i	15	-0.3	-11	i	i	i	0	-4	i	i
CC(O)Cc1nsc(NC(=O)c2cccs2)n1 (stereo unspecified)	i	-17	0.2	-49	i	i	i	-1	7	i	i
Cc1ccc(OCC(=O)Nc2sc3c(c2C#N)CC(C)(C)NC3(C)C)cc1	i	-7	1.1	-55	i	i	i	-9	-4	i	i
Cc1ccc(N(CC(=O)NCC2CCCO2)C(=O)Cn2nnc(-c3cccs3)n2)cc1 (stereo unspecified)	i	-20	0.1	2	i	i	i	1	-3	i	i
COc1cc(/C=N/NC(=O)C(=O)NCc2ccco2)cc(Br)c1O	i	2	-0.1	-1	i	i	i	10	1	i	i
COC(=O)c1ccc(Cl)c(S(=O)(=O)N2CCCC2)c1	i	-12	-0.4	-11	i	i	i	-4	2	i	i

No enrichment for hits. Share with any hit: about 5.8%.
